# ALOX12 inh: inhibitors of human 12S-lipoxygenase ALOX12; P18054; purified 12hLO, xylenol orange hydroperoxide absorbance; Potency, µM (doses to about 108 µM), for the others: top-dose activity change, negative = inhibition, hits mostly inhibitors; 580,000 compounds, 1.1% hits; AID 1671190; active = well fitted inhibition curve with a large enough effect; inconclusive = small, poorly fitted or top-dose-only effect, or another doubt; inactive = no such curve, though single readings can be large or run the other way
# Target sequence (P18054 whole entry, looked up): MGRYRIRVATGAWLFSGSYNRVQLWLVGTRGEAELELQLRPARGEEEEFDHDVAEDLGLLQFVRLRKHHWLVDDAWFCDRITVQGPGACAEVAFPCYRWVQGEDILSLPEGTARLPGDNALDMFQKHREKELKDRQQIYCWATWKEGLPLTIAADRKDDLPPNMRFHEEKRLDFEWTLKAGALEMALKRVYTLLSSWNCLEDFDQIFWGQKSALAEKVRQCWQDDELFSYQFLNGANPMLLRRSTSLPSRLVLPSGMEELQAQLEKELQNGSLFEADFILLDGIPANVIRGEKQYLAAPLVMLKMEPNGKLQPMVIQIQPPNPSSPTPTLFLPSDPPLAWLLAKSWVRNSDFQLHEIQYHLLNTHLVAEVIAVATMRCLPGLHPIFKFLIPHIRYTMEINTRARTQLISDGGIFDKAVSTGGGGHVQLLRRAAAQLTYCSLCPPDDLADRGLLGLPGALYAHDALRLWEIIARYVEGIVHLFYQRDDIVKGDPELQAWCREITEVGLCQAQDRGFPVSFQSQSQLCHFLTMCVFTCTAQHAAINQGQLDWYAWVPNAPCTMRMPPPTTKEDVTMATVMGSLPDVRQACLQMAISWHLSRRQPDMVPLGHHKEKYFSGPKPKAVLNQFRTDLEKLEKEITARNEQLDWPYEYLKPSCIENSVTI
#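 Purified human 12hLO at 150 nM in 25 mM Hepes, 0.01% Triton X-100, pH 7.0, preincubated 15 min at room temperature with compound. Reaction started with 40 uM arachidonic acid, 30 min at room temperature. Hydroperoxide measured by Fe-xylenol orange, 573/405 nm absorbance ratio.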
# Starred values were filed as active, the others as inactive; u = inconclusive; [ ] = another dose, or the depositor's remark. % is set by controls: 0 for no effect and ±100 for the full control effect; potency is the fitted concentration of half-maximal effect. Not all compounds are listed (hit frequency here may not be typical).
SMILES,ALOX12 inh
O=C([C@@H]1C[C@H](F)CN1S(=O)(=O)c1ccc(F)cc1F)N1CCCCC1,27%
Cn1c(=O)c2c(ncn2CC(O)COc2ccc(C(C)(C)C)cc2)n(C)c1=O (configuration not stated),-9%
CN1C(=O)CCCCC1C(=O)N1CCCCC1 (configuration not stated),2%
CCN(CC)C(=O)COC(=O)c1ccccc1-c1ncc(-c2ccc(F)cc2)o1,30%[activator]
N#CC1(NC(=O)COc2cccc(C(F)(F)F)c2)CCCCC1,8%
Cc1ccc(C(=O)NC(NC(C)C)C(Cl)(Cl)Cl)cc1 (configuration not stated),u
CCc1nc2c(c(-c3ccc(Cl)cc3)n1)CCN(Cc1ccsc1)CC2,8%
CC1(c2ccccc2)N(Cc2ccccc2)C(=O)OC12CCN(Cc1ccc(O)cc1)CC2 (configuration not stated),u
Cc1cccc(C(=O)N2CCCN(C(=O)C3CC3)C(c3ccccc3)CC(=O)NCC2)c1 (configuration not stated),34%
COc1ccc(S(=O)(=O)Nc2nc3ccccc3nc2NCc2ccccc2OC)cc1,-11%
C[C@H]1COc2cccc(N3CCC[C@@H]3CO)c2S(=O)(=O)N1,-42%
CCC1(N2CCN(C(=O)c3cc(F)ccc3Cl)CC2)CCN(C(=O)NC)C1 (configuration not stated),63%[activator]
CN1CCN(c2nc3c(c(=O)[nH]2)CCN(Cc2ccc(C#N)cc2)CC3)CC1,-1%
COCCN1C(=O)c2cccn2CC1CNC(=O)Nc1cccc(C)c1 (configuration not stated),-6%
COc1ccc2[nH]c(=O)c(CCC(=O)NCC(N)=O)cc2c1,-3%
COc1ccc(-c2nc(C)c(C)cc2C#N)c2cccnc12,27%
COc1cccc([S+](=O)([O-])N2CCC23Cc2ccccc2NC3=O)c1 (configuration not stated),2%
O=C(CCc1nnc2ccc(NCc3ccc4c(c3)OCO4)nn12)N1CCN(c2ccccc2)CC1,1%
Clc1ccccc1-c1nc(N2CCCCC2)c2ccccc2n1,0%
COc1cc(OC)c(NS(=O)(=O)c2cc(C(=O)N3CCCCC3)ccc2C)cc1Cl,u
CCOc1cc(C2C(C(=O)OC)=C(C)NC3=C2C(=O)c2ccccc23)ccc1OCC#N (configuration not stated),u
COc1ccccc1C(=O)Nc1ccc2oc(-c3cccc(I)c3)nc2c1,u
COc1ccc(-c2nc(-c3ccccc3)nc3ccccc23)cc1,-7%
CCCCn1nc(C(=O)NCCc2cccs2)c2ccccc2c1=O,19%
CN(CC(=O)N1CCN(CC(=O)Nc2cccc(F)c2)CC1)Cc1cnn(-c2ccccc2)c1,6%
CC(=O)c1c(C)[nH]c(C(=O)Cn2c(=O)c3c(ncn3CC(C)C)n(Cc3ccccc3)c2=O)c1C,-8%
COc1ccc(C(C)NC(=O)CCOc2ccc(Cl)cc2)cc1F (configuration not stated),3%
CN(C)c1ccc(CN[C@H]2C[C@H]3C(=O)NC[C@@H](CCC(=O)NCc4ccccc4)N3C2)cc1,22%
CC(C)c1cc(NCc2csc(-c3ncccn3)n2)n2nccc2n1,98%[activator]
Cc1ccc(C(=O)N2CCC3(CC2)N=C(c2ccc(Br)cc2)NO3)cc1,30%[activator]
COCCCNCc1ccco1,47%
O=C(Nc1ccc(F)c(F)c1)c1cc(-c2ccco2)nc2ccccc12,u
Cc1cc(C[C@@H]2COC[C@@H]2NC(=O)CN2C(=O)NC(=O)C2(C)C)on1,37%[activator]
COc1ccc(C(C(=O)NC(C)(C)C)n2c(=O)c(-c3cc4ccccc4[nH]3)nc3ccccc32)cc1 (configuration not stated),-1%
CCCCn1c(=O)[nH]c(=O)c2c1nc(COC(=O)/C=C/c1cc(Cl)c(OC)c(OC)c1)n2C,u
Cc1nc(CN2C(=O)COc3ccc(S(=O)(=O)NC4CCCCCCC4)cc32)no1,9%

# 15 consecutive compounds already listed, quoted:
SMILES,ALOX12 inh
Clc1ccccc1-c1nc(N2CCCCC2)c2ccccc2n1,0%
COc1cc(OC)c(NS(=O)(=O)c2cc(C(=O)N3CCCCC3)ccc2C)cc1Cl,u
CCOc1cc(C2C(C(=O)OC)=C(C)NC3=C2C(=O)c2ccccc23)ccc1OCC#N (configuration not stated),u
COc1ccccc1C(=O)Nc1ccc2oc(-c3cccc(I)c3)nc2c1,u
COc1ccc(-c2nc(-c3ccccc3)nc3ccccc23)cc1,-7%
CCCCn1nc(C(=O)NCCc2cccs2)c2ccccc2c1=O,19%
CN(CC(=O)N1CCN(CC(=O)Nc2cccc(F)c2)CC1)Cc1cnn(-c2ccccc2)c1,6%
CC(=O)c1c(C)[nH]c(C(=O)Cn2c(=O)c3c(ncn3CC(C)C)n(Cc3ccccc3)c2=O)c1C,-8%
COc1ccc(C(C)NC(=O)CCOc2ccc(Cl)cc2)cc1F (configuration not stated),3%
CN(C)c1ccc(CN[C@H]2C[C@H]3C(=O)NC[C@@H](CCC(=O)NCc4ccccc4)N3C2)cc1,22%
CC(C)c1cc(NCc2csc(-c3ncccn3)n2)n2nccc2n1,98%[activator]
Cc1ccc(C(=O)N2CCC3(CC2)N=C(c2ccc(Br)cc2)NO3)cc1,30%[activator]
COCCCNCc1ccco1,47%
O=C(Nc1ccc(F)c(F)c1)c1cc(-c2ccco2)nc2ccccc12,u
Cc1cc(C[C@@H]2COC[C@@H]2NC(=O)CN2C(=O)NC(=O)C2(C)C)on1,37%[activator]

# Continued.
SMILES,ALOX12 inh
O=C(NCc1ccnc2[nH]ccc12)c1ccc(Cl)cc1,u
C#CCNC(=O)[C@@H]1Cc2c[nH]c3cccc(c23)[C@H](CC(C)C)N1,31%[activator][176 µM]
CCCCNC(=O)C1(NC(=O)Cc2cn(C)c3ccccc23)CCCCC1,7%
COc1ccc2ccccc2c1CN1CCc2nnc(C(NS(C)(=O)=O)C(C)C)n2CC1 (configuration not stated),12%
Cn1ncc(N2CCCC(CC(=O)NC3CC3)C2)cc1=O (configuration not stated),-5%
COc1ccc(-c2cnc3[nH]cc(CC(=O)NC4CCOCC4)c3c2)cc1,0%[176 µM]
CC1CN(CCS(=O)c2ccccc2)CC(C)O1 (configuration not stated),-1%
O=C(Nc1ccc2c(c1)CN(Cc1ccc3c(c1)OCO3)C(=O)CO2)c1ccc(F)cc1,1%
O=C(Cc1cn2ccsc2n1)Nc1ccc(S(=O)(=O)N2CCCC2)cc1,7%
O=C1[C@@H]2C[C@@H](O)CN2C2(CN(Cc3ccccn3)C2)C(=O)N1Cc1cccc(Cl)c1,76%[activator][176 µM]
COc1ccc(-c2cc3c(=O)n(CCNC(=O)c4sccc4C)ccn3n2)cc1,30%
COc1ccc(-c2ccc(C(=O)N[C@H]3CCOC[C@H]3C3CCOCC3)o2)cc1,0%
CCOc1cc(C(=O)N2CCC[C@H]2c2nc(-c3ccc(C)cc3)no2)cc(OCC)c1OCC,29%
C=CCNC(=O)c1coc(COc2ccc3c(c2)C(c2cccc(C)c2)N(C(=O)C2CC2)CC3)n1 (configuration not stated),2%
CCN1CCN(C(=O)CN(c2cccc(C(F)(F)F)c2)S(C)(=O)=O)CC1,4%
CS(=O)(=O)N1CCN(C(=O)Nc2ccccc2)C[C@H]1C(=O)N[C@H](Cc1c[nH]c2ccccc12)C(N)=O,1%
CC1=NS(=O)(=O)N(C)C=C1C(=O)OCc1nc(-c2ccccc2Cl)no1,11%
OC(c1cccc(Cl)c1)c1nnc(Nc2cccc(Oc3ccccc3)c2)s1 (configuration not stated),u
CN(C)C(=O)c1cc(-c2ccc(Cl)cc2Cl)nc2c1cnn2C,1%[6.33 µM]
CC[C@H]1CN(C(=O)NC(C)C)CC[C@H]1CC(=O)N1CCC(C(=O)OC)CC1,46%[activator][176 µM]
CCn1c(SCC(=O)Nc2ccc(C(C)C)cc2)nc2c(=O)[nH]cnc21,6%
CN(C(=O)Cc1cccc2ccccc12)c1nc2ccccc2o1,-13%
Cc1ccc(NC(=O)N2CCN(c3nnnn3-c3ccccc3)CC2)cc1,-15%[6.33 µM]
CC1=C/C(=N\NC(=S)Nc2ccccc2C)CC1,u
Cc1noc(C2CCCCCN2C(=O)c2ccccc2)n1 (configuration not stated),10%
Cc1nc(C)c(CN(C)C2CCCN(CCc3ccccc3)C2)nc1C (configuration not stated),70%[activator]
Cn1c(C(=O)N(Cc2ccccc2)Cc2ccccc2)cc2c(=O)n3ccccc3nc21,u
CN(C)C(=N)c1ccc(N(C)C)cc1,-12%
COc1ccccc1-c1nnc2sc(-c3ccc4ccccc4n3)nn12,0%
Cc1c(-c2ccccc2)oc2c(C(=O)OC(C)C(=O)Nc3ccccc3)cccc2c1=O (configuration not stated),-2%
O=C(N[C@H]1CO[C@H]2[C@@H]1OC[C@@H]2n1cc(COc2ccccc2)nn1)c1ccc(C(F)(F)F)cc1,28%
COc1ccc(CCN(C)Cc2nc(-c3ccccn3)no2)cc1OC,-26%
COc1nc(N)nc2c1ncn2[C@@H]1O[C@H](CO)[C@@H](O)[C@@H]1O,-13%[57.4 µM]
Cc1ccc(CN2CCC3(C2)NC(=O)c2ccccc2CO3)cc1 (configuration not stated),u
CCN(CC)S(=O)(=O)NCc1ccnc(OCc2ccccc2)c1,31%[activator]
O[C@@H]1C[C@@H](c2nnc3n2CCN(Cc2cccc(F)c2)C3)N(Cc2ccccc2)C1,2%
CN(C)c1ccc(CN2CCC3(CC2)CC(=O)Nc2ccccc2O3)cc1,5%[6.33 µM]
COc1ccccc1-c1ccc2ncc(Nc3cccc(N[S+](C)(=O)[O-])c3)n2n1,-1%[176 µM]
CN1CCCCCCN(C(=O)CCc2ccccc2)[C@H]2CCC[C@H]2C1=O,67%[activator]
CNC(=O)[C@H]1C[C@H](Oc2ccccc2)CN1Cc1ccc(F)c(F)c1,37%[activator]
O[C@@H]1C[C@@H](c2nnc3n2CCN(Cc2ccc(F)cc2F)C3)N(Cc2ccccc2)C1,20%
CCCCN1CC(Oc2ccccc2C(=O)NC2CC2)C1,38%[activator]
O=S1(=O)N=CN(Cc2cccc(Cl)c2)c2cc(C(F)(F)F)ccc21,u
Cc1cccc(OCC(=O)Nc2cccc(C(=O)Nc3ccccc3C(=O)O)c2)c1C,u
CC[C@H]1CN(C(C)=O)CC[C@H]1CC(=O)NCc1ccccc1OC,59%[activator][176 µM]
Oc1ccc(-c2nc(C3CC3)nc3c2CCN(Cc2ccc(F)cc2)CC3)cc1,-10%
CC(=O)N1CCC(n2nccc2NC(=O)Nc2ccccc2C)CC1,31%[activator]
CSc1cccc(NC(=O)N[C@H]2C[C@@H](C(=O)N[C@@H](CCCNC(=O)C=C(C)C)C(N)=O)N(C(=O)C=C(C)C)C2)c1,15%
NC(=S)Nc1ccc(S(N)(=O)=O)cc1,u
CC(NC(=O)c1ccccc1NC(=O)c1nn(C)c(=O)c2ccccc12)c1ccccc1 (configuration not stated),1%
CC(C)NC(=O)C[C@@H]1C[C@H]2O[C@H](CNCc3ccccc3OC(F)(F)F)[C@@H](O)[C@H]2O1,39%[176 µM]
COC(=O)Cc1ccccc1NS(=O)(=O)c1ccc(C)cc1,2%
Cc1ccc(-c2nnc(CCC(=O)N3CCc4sccc4C3c3cccs3)o2)cc1 (configuration not stated),-27%
CC(C)Cn1c(CN2CCCC(C)C2)nc2c1c(=O)n(C)c(=O)n2C (configuration not stated),53%[activator]
CCN(Cc1ccccc1)C(=O)Cn1nc2n(c1=O)CCCCC2,15%
COc1ccc(-c2csc(N3N=C(C)CC3c3cccc(OC)c3OC)n2)cc1 (configuration not stated),-16%
COc1ccc(C(=O)N2CCC3(CC2)N(C)C(=O)CS3(=O)=O)c(OC)c1,41%[activator]
O=C(c1ccc(Cl)cc1)N(Cc1ccco1)c1ccc(O)cc1,u
O=C(COc1ccc(-c2nnco2)cc1)c1ccc(F)c(F)c1,-18%
Cc1cc(C2CCCN2C(=O)c2ccc(-c3ccccc3Cl)o2)no1 (configuration not stated),10%
# Next records follow.
SMILES,ALOX12 inh
O=C(N/N=C(/c1ccccc1)c1ccncc1)C1CC1,42%[activator]
CN(C)C(=O)C1CCc2nnc(CNC(=O)c3ccc(Cl)cc3Cl)n21 (configuration not stated),1%[6.33 µM]
O=C(C1CCCO1)N1CCc2c(n(Cc3ccccc3)n(-c3ccccc3)c2=O)C1 (configuration not stated),2%[176 µM]
CCC1Oc2ccc(NC(=O)Cc3ccccc3)cc2CN(Cc2ccc3c(c2)OCO3)C1=O (configuration not stated),u
CCOC(=O)c1cccc(NC(=O)NCc2c(-n3cccc3)sc3c2CCN(CC)C3)c1,u
Cc1cc(N2C[C@@H](C)[C@@](C)(O)C2)nc(N2CCCCC2)n1,0%
Cc1c(C(=O)Nc2cccc(Cl)c2)sc2ncnc(N(C)c3ccccc3)c12,5%
O=C(c1ccco1)N1CCN(C(=O)C2CCN(c3nnc(N4CCCCC4=O)s3)CC2)CC1,-5%
CCNC(=O)Cc1ccc(S(=O)(=O)N2CCCCC2)cc1,19%
O=C(O)CCn1ncc2cc(OC3CCN(C(=O)c4ccccc4OC(F)(F)F)CC3)ccc21,-11%
Cc1nc(-c2cnccn2)n(CC(=O)Nc2cccc(Cl)c2)c(=O)c1C,36%[activator]
Cc1ccccc1CC(=O)N1CC[C@@H]2CN(S(C)(=O)=O)[C@@H]2C1,18%
CC(=O)N[C@@H](Cc1ccc(O)cc1)C(=O)O,-9%[22.9 µM]
COc1ccc(NC(=O)CN2C(=O)NC3(CCC(C(C)(C)C)CC3)C2=O)c(OC)c1 (configuration not stated),0%
CN1c2cc(C(=O)Nc3cccc(F)c3)ccc2C(=O)N2CCCCCC21 (configuration not stated),14%
COc1ccccc1-c1cc(C(=O)NCc2cnn(C)c2)c2c(c1)N(C)CCO2,-2%[176 µM]
O=C(NCCNC(=O)C1CC1)c1cc2ccccc2oc1=O,4%
CC(C)C(NC(=O)Cc1ccc2ccccc2c1)C(=O)O (configuration not stated),-22%
COc1cccc(C(=O)N2CCC(N3C[C@H](O)C[C@H]3C(=O)NC3CCCCC3)CC2)c1C,61%[activator]

# Source: PubChem (National Center for Advancing Translational Sciences (NCATS))
